Screening results as filed in PubChem.
MITF TRPM1 HTS: activators of MITF-driven TRPM1 promoter activity in SK-MEL-5 cells. 300,000 compounds, 0.75% hits. SK-MEL-5 TRPM1-promoter luciferase, 24 h; % of positive control, neutral wells = 0. activation, % at 12.5 µM;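 active means mean activation of at least 80% with every replicate also reaching 80%; inconclusive means mean reaches 80% but some replicate falls short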;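 further: 0% = neutral control wells and 100% = parthenolide positive control wells; values of inactives mirror those of a sister screen read the other way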
phage Ecoli inh: E. coli growth loss with phage present. growth absorbance. inhibition, % at 11.9 µM. 360,000 compounds, 0.26% hits. AID 651602; in the data active means inhibition above about 11%
Wnt bcat act: activates Wnt/beta-catenin signaling in a reporter cell assay; activator, plate reader; activation, % at 9.35 µM; 300,000 compounds, 1.2% hits; in the data active means activation above about 30%, passing the limit was not always enough; inconclusive means no clear call, values can overlap the other calls;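 further: 0% = neutral control wells and 100% = positive control wells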
SR-BI HDL uptake: mouse SR-BI HDL lipid transfer inhibition. Q61009. AID 488896. 320,000 compounds, 0.96% hits. ldlA[mSR-BI] CHO cells, DiI-HDL uptake fluorescence, 3 h. inhibition, % at 12.5 µM;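 active means mean replicate inhibition of at least 70% and a set share of replicates each scoring 70 or more; inconclusive means meets just one of the two criteria; inactive means fails both criteria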;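 further: 0% = median of neutral control wells and 100% = median of positive control wells; values of inactives mirror those of a sister screen read the other way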
Target sequence (Q61009 whole entry, looked up): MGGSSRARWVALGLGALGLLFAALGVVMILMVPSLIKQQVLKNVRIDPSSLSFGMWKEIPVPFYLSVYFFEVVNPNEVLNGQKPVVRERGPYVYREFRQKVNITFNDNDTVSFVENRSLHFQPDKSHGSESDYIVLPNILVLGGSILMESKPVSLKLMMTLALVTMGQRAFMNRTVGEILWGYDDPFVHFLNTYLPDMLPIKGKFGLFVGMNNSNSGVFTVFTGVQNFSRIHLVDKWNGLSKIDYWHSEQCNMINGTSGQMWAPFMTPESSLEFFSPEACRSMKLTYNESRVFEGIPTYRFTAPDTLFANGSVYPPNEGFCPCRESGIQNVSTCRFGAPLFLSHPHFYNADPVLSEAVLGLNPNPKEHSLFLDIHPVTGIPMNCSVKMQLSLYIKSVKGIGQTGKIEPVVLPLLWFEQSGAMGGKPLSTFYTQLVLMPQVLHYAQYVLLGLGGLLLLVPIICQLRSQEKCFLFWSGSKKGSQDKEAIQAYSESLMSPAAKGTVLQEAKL
CAL PDZ FP-1: blocks peptide binding to the human CAL PDZ domain | Q9HD26 | purified CAL PDZ, TMR-peptide fluorescence polarization, 1 h | inhibition, % at 24.9 µM | 300,000 compounds, 0.92% hits | AID 602252;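 active means mean inhibition of at least 30% with at least half of replicates also reaching 30%; inconclusive means no clear call, values can overlap the other calls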;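 further: 0% = DMSO neutral control and 100% = excess unlabeled competitor peptide PRC23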
Tat transport: E. coli Tat transport inhibition; 340,000 compounds, 0.036% hits; inhibition, % at 10 µM; E. coli MC4100 TorA-mCherry Tat export, fluorescence; AID 488895;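 active means mean replicate inhibition at least 50% and at least half of replicates individually reaching 50%; inconclusive means only one of the two criteria met; inactive means neither criterion met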;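 further: exported cargo escapes ClpAP degradation while cytoplasmic cargo is degraded and loses fluorescence; 0% = median of neutral control wells and 100% = median of NaSCN control wells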
E coli growth: reduces bacterial viability in AddAB counter-screen | E. coli V3065 growth, OD600 absorbance, 18 h | AID 449728 | 330,000 compounds, 0.27% hits | inhibition, % at 11.9 µM;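 active means inhibition above the campaign's mean inhibition across all tested compounds plus 3 SD, cut at about 9.9% in these data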;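 further: uninfected addAB+ strain grown without phage in ampicillin broth; 0% = DMSO wells and 100% = ciprofloxacin 0.95 µg/ml wells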
AddAB inh: less growth of phage-infected E. coli with AddAB; E. coli expressing H. pylori AddAB, absorbance growth; inhibition, % at 11.9 µM; 330,000 compounds, 0.29% hits; in the data active means inhibition above about 12%;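 further: 0% = vehicle wells of infected cells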
CAL PDZ FP-2: inhibitors of human CAL PDZ peptide binding; Q9HD26; purified CAL PDZ, TMR-peptide fluorescence polarization, 1 h; inhibition, % at 20 µM; 330,000 compounds, 0.02% hits; AID 504414;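 active means highest replicate inhibition of at least 40%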;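 further: plate controls were DMSO neutral control wells for no effect and unlabeled competitor peptide control wells for full effect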
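Control set: unlabelled peptide and DMSO controls / Material: purified CerCALP PDZ construct / Timing: 1 h incubation at room temperature before polarization reading / Doses: 20 µM, one dose / Detection: fluorescence polarization (mP)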
SR-BI uptake up: activators of SR-BI mediated HDL lipid uptake | CHO ldlA[mSR-BI] cells, DiI-HDL uptake fluorescence, 3 h; 100 = double the neutral-control signal | activation, % at 12.5 µM | 320,000 compounds, 0.096% hits | AID 504775;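 active means mean replicate activation of at least 60% and every replicate at or above 60%; inconclusive means mean or all-replicate condition met, but not both; inactive means mean below 60% and not all replicates reaching 60%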;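 further: 0% = median plate neutral-control signal and 100% = twice that signal; values of inactives mirror those of a sister screen read the other way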
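Test system: SR-BI-overexpressing, LDLR-lacking CHO cells; Also added: labelled HDL, 10 µg/mL; Measured by: bottom-read cell fluorescence after medium removal, ex 550/em 595 nm; Timing: 3 h uptake period with compound, 37 °C; Buffer or medium: F12, 0.5% BSA, 25 mM HEPES; Doses: single compound concentration, delivered by pin transfer.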
An asterisk follows results filed as active; ? = inconclusive; nt = not tested or not shown.

SMILES	MITF TRPM1 HTS	phage Ecoli inh	Wnt bcat act	SR-BI HDL uptake	CAL PDZ FP-1	Tat transport	E coli growth	AddAB inh	CAL PDZ FP-2	SR-BI uptake up
CCCN(C(=O)c1nc2nccc(C)n2n1)c1c(N)n(Cc2ccccc2)c(=O)[nH]c1=O	2	2.2	-3	31	-6	18	1.2	4.1	0.9	-31
COc1ccc(CNC(=O)Cn2nc(Cc3cccnc3)c3ccccc3c2=O)cc1	nt	3.4	-1	-13	1	0	-0.6	-1.1	-2.5	13
CS(=O)(=O)N(CCC#N)Cc1ccc(C=O)o1	0	2.8	-6	-11	4	-1	1.6	2.0	0.1	11
COc1cccc(-c2nc(NCCN3CCOCC3)c3ccccc3n2)c1O	nt	0.3	nt	30	-11	-11	0.6	1.2	-0.5	-30
CC(=O)NC1=NC(=O)CS1	7	0.9	nt	-42	nt	5	3.6	3.1	-1.5	42
Cc1ccc(OCCCC(=O)N2CCOCC2)c(C)c1	48	1.3	nt	0	-4	-8	1.6	-0.1	nt	0
Cc1nc(N2CCNCC2)c2c3c(sc2n1)CCCC3	nt	nt	nt	-21	-3	4	1.5	0.3	-0.5	21
COc1ccc(CCNC(=S)c2ccccc2)cc1OC	-5	0.9	1	43	-1	-2	-1.6	-1.7	-0.1	-43
N#CCCN(NC(=O)OCc1ccccc1)C(=O)OCc1ccccc1	-2	2.5	-1	-2	-18	-6	nt	nt	-3.1	2
Cc1nnc(NC(=O)CC(C)c2ccccc2)s1 (centres undefined)	5	2.9	-1	-13	2	1	0.4	1.2	-0.5	13
CCc1ccc(OCC(=O)N/N=C/c2cc([N+](=O)[O-])ccc2N2CCOCC2)cc1	-10	2.0	-3	65	-3	3	-0.9	0.4	-0.6	-65
COC(=O)c1ccc(CO/N=C/c2cccc([N+](=O)[O-])c2)cc1	nt	2.8	0	-3	7	-5	-2.5	1.1	0.3	3
O=C(Nc1sc2c(c1C(=O)NCCO)CCCC2)c1ccco1	4	1.4	2	15	-2	4	-0.5	2.2	-0.7	-15
CC(C(=O)Nc1ccc(Cl)cc1)N1C(=O)NC2(CCCC2)C1=O (centres undefined)	-6	0.8	-2	-13	-1	1	1.4	2.7	-2.9	13
CC1CCCCC1NC(=O)c1cc(=O)[nH]c2ccccc12 (centres undefined)	-13	4.9	-7	-1	nt	0	0.6	1.9	-0.2	1
O=C(CNS(=O)(=O)c1ccc(Cl)c(C(F)(F)F)c1)NC1CCCCC1	nt	-0.8	-1	-8	-3	5	-0.3	0.4	0.0	8
Cc1cn2c(=O)c(C(=O)NCc3ccc4c(c3)OCO4)cnc2s1	-1	2.5	0	1	-5	-7	0.7	-2.2	-0.4	-1
Cc1ccc(NC(=O)N2CCC(O)(c3ccc(Cl)cc3)CC2)cc1	nt	2.3	nt	28	-3	-1	2.3	-0.9	-0.6	-28
CC1=C(C(=O)OC(C)C)C(c2cccs2)NC(=O)N1 (centres undefined)	4	3.7	0	-17	7	-4	-0.7	0.7	0.0	17
O=C(Cn1nnc2ccccc2c1=O)Nc1ccc2c(c1)CCC2	7	4.0	-3	13	-3	4	1.1	1.1	-2.0	-13
COc1ccc(N2CCN(C(=O)c3ccc(N4C(=O)NC5CC4(C)Oc4ccccc45)cc3)CC2)cc1 (centres undefined)	4	0.3	nt	33	1	-10	-0.8	0.5	-0.4	-33
OC1(c2ccc(Cl)c(Cl)c2)C[n+]2ccccc2N1Cc1ccccc1 (centres undefined)	1	4.8	-2	-14	-4	7	0.0	-2.7	-4.0	14
O=C(NNS(=O)(=O)c1ccc(F)cc1)c1ccc2c(c1)OCO2	3	3.0	0	6	2	11	-0.1	2.3	0.0	nt
O=S1(=O)CCN(C(CCO)c2cccc(C(F)(F)F)c2)CC1 (centres undefined)	-8	2.6	-1	-44	-5	7	-1.1	4.5	-1.9	44
CCCCn1c(=O)[nH]c(=O)c2c1nc(-c1ccc(C(F)(F)F)cc1)n2C	5	1.1	-3	nt	1	-17	2.5	0.3	-0.9	nt

Overlap with the part before: 2 entries, then new ones.
SMILES	MITF TRPM1 HTS	phage Ecoli inh	Wnt bcat act	SR-BI HDL uptake	CAL PDZ FP-1	Tat transport	E coli growth	AddAB inh	CAL PDZ FP-2	SR-BI uptake up
O=S1(=O)CCN(C(CCO)c2cccc(C(F)(F)F)c2)CC1 (centres undefined)	-8	2.6	-1	-44	-5	7	-1.1	4.5	-1.9	44
CCCCn1c(=O)[nH]c(=O)c2c1nc(-c1ccc(C(F)(F)F)cc1)n2C	5	1.1	-3	nt	1	-17	2.5	0.3	-0.9	nt
COc1ccc(-c2nc3c4ccccc4ccn3c2C=O)cc1	16	3.5	9	-21	1	-15	-2.9	2.7	-1.1	21
CC(Sc1nc2ccccc2[nH]1)C(=O)Nc1ccccc1F (centres undefined)	6	3.7	-1	7	1	3	-0.7	0.1	-2.6	-7
O=C(NCc1ccccc1F)c1cccs1	0	2.8	nt	-15	-6	4	-2.2	1.1	-0.5	15
Cc1nnc(SCC(=O)Nc2ccc3c(c2)COC3=O)n1-c1ccccc1	2	2.7	0	5	-1	4	0.0	2.1	0.3	-5
Cc1cccc(-c2nsc(SCC(=O)NCc3ccc4c(c3)OCO4)n2)c1	3	1.6	nt	-10	-3	0	-0.7	1.1	2.5	10
CC(=O)OCC1=C(C(=O)O)N2C(=O)C(NC(=O)CCn3nc(C(F)(F)F)c(Br)c3C3CC3)C2SC1 (centres undefined)	10	3.4	-1	-5	-3	3	2.5	-0.9	-1.0	5
O=S(=O)(c1cc(Cl)cc(Cl)c1O)N1CCC2(CC1)OCCO2	-6	2.4	-1	-25	-3	?	-0.7	4.9	-1.1	25
Cc1ccc(CN2CCNC(=O)C2CC(=O)N(Cc2c(C)nn(C)c2C)C2CC2)o1 (centres undefined)	4	3.1	-2	-27	-1	0	-2.1	1.3	-1.2	27
COc1cc(/C=N/NC(=O)c2ccc(C)nc2)cc([N+](=O)[O-])c1O	9	5.3	1	-2	nt	6	4.4	1.7	-0.4	2
Cc1ccc(COC(=O)c2cccc(S(=O)(=O)N3CCCCC3)c2)cc1	4	4.1	-5	17	6	3	nt	nt	-2.6	-17
c1ccc(-n2nnnc2SCc2cn3ccccc3n2)cc1	1	3.5	3	-1	0	10	0.6	1.6	-1.0	nt
O=C(NCCc1nc2ccccc2[nH]1)c1ccc(F)cc1	5	nt	0	-4	nt	-6	0.0	0.6	-0.9	4
O=C1[C@H]2[C@H](C=CC[C@H]2C(=O)N2CCN(c3ccccc3)CC2)CCN1Cc1ccc(Cl)c(Cl)c1	12	5.0	-2	-3	1	5	0.5	-1.9	-1.6	3
O=C(CN1c2cccc3cccc(c23)S1(=O)=O)Nc1ccccc1F	4	0.1	-4	5	0	2	-1.1	4.3	-2.4	-5
Nc1cc(Cl)ccc1C(=O)OCC(=O)NCC1CCCO1 (centres undefined)	-3	2.3	-1	-24	6	-6	2.9	0.2	0.7	24
O=C1c2ccc(-c3ccc4c(c3)C(=O)N(CCO)C4=O)cc2C(=O)N1CCO	11	0.5	8	nt	8	-5	1.6	0.9	-0.6	nt
COc1ccccc1C(=O)N(Cc1ccco1)C1CCS(=O)(=O)C1 (centres undefined)	3	1.5	-3	4	-11	-13	1.5	-1.2	-3.0	-4
Cc1nn(Cc2c(Cl)cccc2Cl)c(Cl)c1/C=N/NC(=O)c1cccnc1	11	3.1	?	61	-2	-7	-0.2	-0.9	-3.1	-61
CCOc1ccc2nc(SCC(=O)NCc3ccc(S(N)(=O)=O)cc3)sc2c1	nt	0.8	1	-12	-7	1	-3.8	2.0	-1.1	12
O=S(=O)(N1CCOCC1)N1CCCN(S(=O)(=O)N2CCOCC2)CC1	-3	0.9	-2	nt	4	-1	0.0	1.9	-2.9	nt
CCn1cc(C(=O)O)c(=O)c2cc(F)c(N/N=C/c3ccccc3)cc21	4	1.0	-9	25	-4	0	-0.7	2.0	0.0	-25
Cc1c(O)ccc(/C(Cc2ccc3ccccc3n2)=N\N)c1O	47	1.1	?	20	-3	-11	0.0	1.8	-1.2	-20
Cn1cnc(S(=O)(=O)Nc2ccc(OC(F)(F)F)cc2)c1	10	0.1	-1	-11	nt	-1	0.1	1.4	0.3	11
Nc1nc(SCC(=O)N2CCCCC2)[nH]c(=O)c1NC(=O)c1cccs1	-2	-1.3	3	5	-4	-5	0.5	4.4	-0.4	-5
Oc1ccc(-c2cnns2)c(O)c1	-1	2.8	11	6	-3	1	3.4	4.0	0.3	-6

Continuation.
SMILES	MITF TRPM1 HTS	phage Ecoli inh	Wnt bcat act	SR-BI HDL uptake	CAL PDZ FP-1	Tat transport	E coli growth	AddAB inh	CAL PDZ FP-2	SR-BI uptake up
O=C(NCc1ccccc1F)C1CCCN1C(=O)Nc1ccccc1 (centres undefined)	nt	5.3	-2	-7	-1	-6	1.7	2.4	-1.1	7
CC1(C)C2CCC1(C)C(OC(=O)C[n+]1ccccc1N)C2 (centres undefined)	-10	2.0	0	-20	-2	1	1.6	-0.3	-2.6	20
CCc1nnc(NC(=O)CCC(=O)NCc2ccc(C)cc2)s1	0	1.4	-2	-10	3	1	0.8	3.0	-0.9	10
Cc1nc(C)c(-c2ccc(SCc3ccc([N+](=O)[O-])cc3)nn2)s1	1	3.2	-1	6	6	-7	-0.6	6.1	-0.2	-6
O=C(O)CC1(O)C(=O)N(Cc2ccccc2)c2ccccc21 (centres undefined)	-9	2.7	-2	-28	-5	-4	-0.2	3.8	0.7	28
O=C(CCS(=O)(=O)c1ccc(Br)cc1)NCCc1ccccc1	5	3.3	1	11	-1	-2	-0.5	0.5	0.1	-11
CCOc1ccc(C(C)C)cc1S(=O)(=O)Nc1ccc(Cl)cn1	-4	2.8	-2	nt	2	2	-1.4	2.9	-1.7	nt
COc1ccc(-c2noc(C(C)NC(=O)c3ccco3)n2)cc1OC (centres undefined)	-4	-1.0	1	nt	-4	-4	1.1	2.7	18	nt

Two compounds from above, limited to AddAB inh and CAL PDZ FP-1.
SMILES	AddAB inh	CAL PDZ FP-1
OC1(c2ccc(Cl)c(Cl)c2)C[n+]2ccccc2N1Cc1ccccc1 (centres undefined)	-2.7	-4
O=C(NNS(=O)(=O)c1ccc(F)cc1)c1ccc2c(c1)OCO2	2.3	2

Looked up by compound from above, 4 records:
SMILES	MITF TRPM1 HTS	phage Ecoli inh	Wnt bcat act	SR-BI HDL uptake	CAL PDZ FP-1	Tat transport	E coli growth	AddAB inh	CAL PDZ FP-2	SR-BI uptake up
O=C(CCS(=O)(=O)c1ccc(Br)cc1)NCCc1ccccc1	5	3.3	1	11	-1	-2	-0.5	0.5	0.1	-11
O=C(O)CC1(O)C(=O)N(Cc2ccccc2)c2ccccc21 (centres undefined)	-9	2.7	-2	-28	-5	-4	-0.2	3.8	0.7	28
CCOc1ccc(C(C)C)cc1S(=O)(=O)Nc1ccc(Cl)cn1	-4	2.8	-2	nt	2	2	-1.4	2.9	-1.7	nt
O=C(NCc1ccccc1F)C1CCCN1C(=O)Nc1ccccc1 (centres undefined)	nt	5.3	-2	-7	-1	-6	1.7	2.4	-1.1	7
